IL1B secr inh = qHTS for Inhibitors of Inflammasome Signaling: IL-1-beta AlphaLISA Primary Screen | activity change, % at 57.5 µM | actives 4.7% (n = 360,000) | THP-1 LPS/ATP IL-1B secretion, AlphaLISA, 16 h; stronger effect = lower value; in the data active = activity change below about -50%; inconclusive = mostly about -30% to -49%; also: % is scaled to controls: 0 for no effect and ±100 for the full control effect
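Secreted IL-1B measured by AlphaLISA bead assay after 16 h compound exposure of THP-1 cells; compounds (final up to 57.5 uM) added 1 h before LPS (250 ng/mL) and ATP (1.25 mM) stimulation; lower signal means less secretion.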
KB-3-1 tox = qHTS assay for MDR1-selective chemotherapeutics: Primary screen using the parental adenocarcinoma cell KB-3-1; KB-3-1 viability, CellTiter-Glo ATP luminescence, 72 h; actives 1.4% (n = 400,000); AID 1347075, 2019; Potency, µM (top dose mostly 46.1 µM), for the others: top-dose activity change, negative = cytotoxic, actives largely listed as cytotoxic; also: potency is read from the fitted curve at half-maximal effect; % is scaled to controls: 0 for no effect and ±100 for the full control effect; nearly all actives have a fitted effect of over 60% in size
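KB-3-1 cells, DMEM (no phenol red) + 10% FBS; compound by pin transfer, 72 h, 37 °C. Readout: CellTiter-Glo luminescence after 10 min. Data normalized, curve-fitted.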
ATXN2 expr inh = Primary qHTS for Inhibitors of ATXN expression; HEK-293 ATXN2-luciferase reporter, luminescence, 24 h; actives 0.72% (n = 360,000); Potency, µM (doses to about 57 µM), without a hit: top-dose activity change, negative = inhibition, actives largely listed as inhibitors; also: potency is read from the fitted curve at half-maximal effect; % is scaled to controls: 0 for no effect and ±100 for the full control effect; nearly all actives have a fitted effect of over 55% in size
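qHTS (up to 57 uM final) was run with 24 h compound exposure of reporter cells at 37 °C. Each well was multiplexed: SteadyGlo luminescence measured ATXN2-luciferase expression after a fluorogenic Gly-Phe-AFC viability readout (25 uM final).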
MCF10A rereplic = A quantitative high throughput screen for small molecules that induce DNA re-replication in MCF 10a normal breast cells. MCF 10A DNA re-replication, Hoechst nuclear intensity, 48 h. Potency, µM (titrated, usually from 46.1 µM), for inactives: at the top dose activity, positive = re-replication, hits mostly activators. actives 2.9% (n = 350,000); also: potency is read from the fitted curve at half-maximal effect; % of control where 0% means no effect; nearly all actives have a fitted effect of over 50% in size
SW480 rerep = A quantitative high throughput screen for small molecules that induce DNA re-replication in SW480 colon adenocarcinoma cells; SW480 DNA re-replication, Hoechst DNA content imaging, 48 h; Potency, µM (titrated, usually from 46.1 µM), for inactives: at the top dose re-replication activation, most hits filed as activators; actives 1.8% (n = 340,000); AID 624297, 2012; also: potency is read from the fitted curve at half-maximal effect; % of control where 0% means no effect; nearly all actives have a fitted effect of over 55% in size
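Per well, 250 cells were exposed to pinned compound for 48 hr. Nuclear DNA was visualised with Hoechst (40 min, 37 C) and total object intensity recorded by fluorescence scanning.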
HT1080 IDH1KD tx = qHTS for induction of synthetic lethality in tumor cells producing 2HG: qHTS for the HT-1080-IDH1KD cell line | HT-1080 IDH1 knockdown viability, ATP luminescence, 48 h | Potency, µM (top dose mostly 46.1 µM), without a hit: at the top dose activity, negative = toxicity, most hits filed as cytotoxic | actives 2% (n = 360,000);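 also: potency is read from the fitted curve at half-maximal effect; 0% = DMSO wells and -100% = cell-free medium wells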
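Luminescent ATP read-out (CellTiter-Glo, 10 min at room temperature) after 48 h compound exposure at 37 °C gave viability of IDH1-knockdown HT-1080 cells. Activity was normalised to DMSO and cell-free wells, then fitted as concentration-response curves.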
HT1080-NT tox = qHTS for induction of synthetic lethality in tumor cells producing 2HG: qHTS for the HT-1080-NT fibrosarcoma cell line | HT-1080-NT fibrosarcoma viability, CellTiter-Glo ATP luminescence, 48 h | Potency, µM (highest dose often 46.1 µM), for inactives: at the highest dose activity, negative = less viability, most hits filed as cytotoxic | actives 1.6% (n = 360,000);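 also: NT is the 2HG producing partner of a matched IDH1 knockdown line; potency is read from the fitted curve at half-maximal effect; 0% = DMSO-treated cells and -100% = media-only wells without cells; nearly all actives have a fitted effect of over 55% in size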
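HT-1080-NT fibrosarcoma cells (2HG-overproducing), 750 cells/well in RPMI with 5% FBS, dosed after 2 h and incubated 48 h at 37C. CellTiter-Glo luminescence normalized to DMSO and no-cell wells; concentration-response curves fitted and classed.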
ATXN viability = Viability Counterscreen for Primary qHTS for Inhibitors of ATXN expression; Potency, µM (doses to about 56.7 µM), usual class: cytotoxic; actives 0.49% (n = 400,000); S2 cells (HEK-293 line with an ATXN2-luciferase reporter) viability, CellTiter-Fluor protease fluorescence, 24 h; also: potency is read from the fitted curve at half-maximal effect; nearly all actives have a fitted effect of over 40% in size
HepG2 viability = qHTS for Inhibitors of TGF-b: Cytotox Counterscreen; HepG2 CAGA-GFP viability, ATP luminescence, 18 h; Potency, µM (highest dose often 46.1 µM), for the others: at the highest dose activity change, negative = cytotoxicity, most hits filed as cytotoxic; actives 0.76% (n = 410,000); AID 588856, 2011; also: potency is read from the fitted curve at half-maximal effect; some results filed as inactive show a strong effect at the top dose
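CellTiter-Glo luminescence gave cytotoxicity after 18 hours at 37 degrees C. The cells were HepG2 CAGA-GFP in 1% FBS DMEM, stimulated with 500 pg/mL TGF-beta after compound addition. %Activity was normalised to no-cell wells (complete cell-killing) and DMSO (no toxicity), and curves were fitted and classified.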
* hit, by the source's call; i = inactive; ? = inconclusive; · = no result given; [ ] = remark or other dose. Unless noted, calls follow the shape of the dose curve; as a rule, active = well fitted curve in the direction sought with a large enough effect; inconclusive = small, poorly fitted or top-dose-only effect, or another doubt; inactive = no such curve, though single readings can be large; an effect the other way counts as inactive or inconclusive.

SMILES | IL1B secr inh | KB-3-1 tox | ATXN2 expr inh | MCF10A rereplic | SW480 rerep | HT1080 IDH1KD tx | HT1080-NT tox | ATXN viability | HepG2 viability
Cc1ccc(N(C=NC#N)CC(=O)N2CCN(c3ccccc3)CC2)cc1 | 0 | -5% | -7% | -6% | -3% | 6% | 1% | i | 0%
CC(C)c1ccc(C(O)Cc2nc3ccccc3n2C)cc1 (configuration not stated) | 20 | -2% | 51%[activator] | 0% | 7% | 8% | 11% | i | 26%
COc1ccc(CN(C)C(=S)Nc2ccc(OC(F)F)cc2)cc1 | -5 | -20% | -25% | 2% | 12% | -3% | -2% | i | -19%
COC(=O)CN1C(=O)[C@H]2[C@@H](/C=C/c3ccccc3)N3C(=O)CN(Cc4ccccc4)C(=O)[C@@]3(C)[C@H]2C1=O | 11 | 26% | 2% | 7% | -3% | 6% | -11% | i | -1%
COc1cc(OC)c(C(=O)OC(C)C(=O)NCc2ccc3c(c2)OCO3)cc1OC (configuration not stated) | 2 | -1% | -2% | -15% | -6% | -19% | -29% | i | -32%
CCn1nc(C)c2c(-c3ccccc3)cc(=O)n(C(C)C(=O)NCCc3ccccc3)c21 (configuration not stated) | · | 0% | ? | · | · | · | · | ? | -22%
Cc1cc(C)c2c(CC(=O)Nc3ccc(S(=O)(=O)N4CCCC(C)C4)cc3)coc2c1 (configuration not stated) | · | -11% | -12% | · | · | · | · | i | -13%
COc1ccc(-c2cc(CC3(C(=O)O)CCN(C(=O)OC(C)(C)C)CC3)on2)c(OC)c1 | 30 | -12% | 4% | 1% | 25% | -1% | 11% | i | 22%
N=c1ccn(CC(=O)c2ccc(-c3ccccc3)cc2)cc1 | -69* | 5.2µM* | 3µM* | 7% | -6% | 16µM* | ? | i | -26%
CCOc1ccccc1N1CCN(C(=O)c2ccc(Cl)c(S(=O)(=O)N3CCCCC3)c2)CC1 | ? | -29% | ? | ? | -5% | -24% | -21% | ? | 3%
Cc1ccc(OCC(=O)NCC(=O)Nc2ccc(F)cc2)c([N+](=O)[O-])n1 | 0 | -1% | -23% | 1% | -5% | 12% | 15% | i | -1%
CCCC(CCC)C(=O)Nc1cccc(C(=O)O)c1 | 2 | 4% | 5% | 0% | -12% | 5% | 24% | i | 2%
CCN(CC)S(=O)(=O)c1ccc(/C=C/C(=O)OCC(=O)Nc2ccc(S(N)(=O)=O)cc2)cc1 | 2 | 6% | -10% | 2% | 30% | 7% | 0% | i | -19%
COc1ccc(C2C3=C(CCCC3=O)Nc3nc(C(F)(F)F)nn32)cc1OC (configuration not stated) | 4 | 7% | -5% | -1% | 0% | 2% | 5% | ? | 0%
O=C1CSC(=S)N1Cc1ccccc1 | -10 | ? | · | · | · | -8% | -3% | i | 3%
Cc1ccccc1OCC(=O)Nc1ccc(C(N)=O)cc1 | -5 | 2% | 8% | 1% | -6% | 8% | 8% | ? | -11%
Cc1cc2cc(C(c3nnnn3Cc3ccco3)N3CCc4ccccc4C3)c(=O)[nH]c2cc1C (configuration not stated) | -58* | ? | -21% | 14% | -3%[9.22 µM] | ? | ? | i | -13%
N#Cc1ccccc1COc1cccc2c1CCCC2O (configuration not stated) | -16 | -1% | -27% | ? | 1% | -12% | 5% | i | -19%
COc1ccc(CNC(=O)c2nnn(-c3cccc(C(F)(F)F)c3)c2N)cc1 | 11 | -3% | -28% | -2% | -3% | 2% | -1% | i | -17%
COC(=O)[C@]1(C)N[C@H](CN(C)S(=O)(=O)c2ccc(OC(F)(F)F)cc2)[C@@H]2C(=O)N(Cc3ccccc3)C(=O)[C@@H]21 | -1 | -21% | 2% | -4% | -2% | 0% | 5% | i | 0%
Cc1ccccc1NC(=O)CCc1c(C)nn(-c2ccc(N3CCOCC3)nn2)c1C | 9 | -2% | 9% | 0% | 12% | -6% | 0% | i | -7%
O=C(CCN1CCN(c2ccc(F)cc2)CC1)Nc1ccccc1F | -23 | -10% | -4% | -3% | -5% | 1% | -1% | i | -14%
Cc1cc(NC(=O)COc2coc(CN3CCN(c4ccccc4F)CC3)cc2=O)no1 | 20 | -1% | 6% | -19% | -35%[inhibitor] | -4% | -6% | i | 2%
O=C(CCC(=O)c1ccc(-c2ccccc2)cc1)Nc1cccnc1 | 15 | -4% | 19% | ? | -25% | 3% | 7% | i | -22%
CC1(C)C=C(c2ccc(C=O)s2)CC(C)(C)N1C=O | 26 | 18% | 5% | 5% | -13% | 1% | -1% | i | -1%
CC(=O)Nc1cccc(-c2ccnc3c2CC(C)(C(=O)Nc2ccccc2)O3)c1 (configuration not stated) | -22 | -3% | 5% | · | · | 0% | -14% | i | -10%
Cc1cc2c(cn1)C(CCC#N)(CCC#N)c1ccccc1-2 | 14 | -1% | 0% | 2% | -2% | 3% | -6% | i | -3%
COc1cccc(CNC(=O)COC(=O)CNC(=O)c2ccc(-c3ccccc3)cc2)c1 | -6 | 8% | · | 2% | -6% | 3% | -1% | ? | -28%
NC1(C#Cc2ccc3oc(=O)c(-n4cc(C5(O)CCCCC5)nn4)cc3c2)CCCCC1 | -14 | 21% | 5% | 8% | 0% | -6% | 0% | i | 0%
Cc1ccc(N(C)C(=O)N2CCN(S(=O)(=O)c3ccc(C)cc3)CC2)cc1 | -4 | 7% | 0% | 27% | 3% | -1% | -10% | i | -12%
COc1cc(NC(=O)NCCc2c(C)nn(C)c2C)cc(OC)c1OC | · | -5% | 11% | · | · | · | · | i | -8%
CN1CCCC1CCNc1ccc2sc3ccccc3c(=O)c2c1 (configuration not stated) | -66* | ? | ? | -14% | ? | ? | ? | ? | -74%
O=C(CCCN1C(=O)C(c2ccccc2)Oc2cccnc21)Nc1ccccc1Br (configuration not stated) | -10 | 2% | · | · | · | 0% | -2% | i | -6%
O=C1CN(C(=S)NC(=O)c2ccc(-c3ccccc3)cc2)CCN1 | 0 | -1% | · | 21% | -1% | 9% | -1% | ? | 15%
CCCCC(c1nnnn1C(C)C)N1CCN(C(=O)c2ccco2)CC1 (configuration not stated) | 7 | -2% | -9% | -1% | -8% | 1% | 18% | i | 3%
CCN(CC)c1ccc(S(=O)(=O)N2CCOCC2)cc1NC(=O)CSc1n[nH]c(N)n1 | -16 | 29% | · | 10% | -50%[inhibitor] | 0% | -5% | i | -4%
O=C(Nc1c(C(=O)N2CCCCC2)cnn1-c1ccccc1)c1ccco1 | 6 | -5% | 6% | 25% | -1% | -3% | 13% | i | 5%
CCN(CC)C(=O)c1sc(NC(=O)c2ccc3c(c2)OCO3)c(C(N)=O)c1C | i | 0% | 23% | -22% | ? | 5% | 5% | i | -16%
O=C(c1cccn2c(=O)c3cc(Br)ccc3nc12)N1CCN(c2ccccn2)CC1 | 15 | 16% | -15% | 4% | 1% | -9% | -20% | i | -78%
CN(CCc1ccccn1)c1ccccc1 | -24 | 11% | 25% | -4% | 3% | 19% | 12% | i | 8%

Exported with values under each structure: four of the compounds above
The line under a structure holds: IL1B secr inh, KB-3-1 tox, ATXN2 expr inh, MCF10A rereplic, SW480 rerep, HT1080 IDH1KD tx, HT1080-NT tox, ATXN viability, HepG2 viability
- Cc1ccccc1NC(=O)CCc1c(C)nn(-c2ccc(N3CCOCC3)nn2)c1C
    9, -2%, 9%, 0%, 12%, -6%, 0%, i, -7%
- O=C(CCN1CCN(c2ccc(F)cc2)CC1)Nc1ccccc1F
    -23, -10%, -4%, -3%, -5%, 1%, -1%, i, -14%
- Cc1cc(NC(=O)COc2coc(CN3CCN(c4ccccc4F)CC3)cc2=O)no1
    20, -1%, 6%, -19%, -35%[inhibitor], -4%, -6%, i, 2%
- O=C(CCC(=O)c1ccc(-c2ccccc2)cc1)Nc1cccnc1
    15, -4%, 19%, ?, -25%, 3%, 7%, i, -22%

Next results
SMILES | IL1B secr inh | KB-3-1 tox | ATXN2 expr inh | MCF10A rereplic | SW480 rerep | HT1080 IDH1KD tx | HT1080-NT tox | ATXN viability | HepG2 viability
N/C(=N\OC(=O)c1ccc(F)cc1)c1ccc(Br)cc1 | 9 | -3% | 41%[activator] | 4% | -35%[inhibitor] | 16% | 13% | i | -3%
CCN(Cc1cccs1)C(=O)CN1C(=O)NC(c2ccccc2)(c2ccccc2)C1=O | -14 | -7% | · | -14% | -8% | 3% | -10% | i | -3%
CC(C)CN1CCC1(C)C(=O)Nc1cccc(C#N)c1 (configuration not stated) | 25 | 0% | 12% | · | · | 7% | 19% | i | -12%
COc1cc(C(=O)NCc2nc(C)cs2)ccc1OC1CCN(C(C)=O)CC1 | 7 | 8% | 6% | -3% | -3% | 0% | 11% | i | -7%
CCN(CC)c1nc2c3c(nc4c(c3c1C#N)CC(=O)N4c1ccc(Cl)cc1)NC(C)=N2 | -8 | ? | -2% | 9.2µM* | 4% | -1% | -1% | i | 11%
COc1ccccc1CNC(=O)CCCN1C(=O)CCn2nc(-c3cn(C)c4ccccc34)cc21 | · | 0% | -15% | · | · | · | · | i | -25%
O=C(NC1CCCC1)C(c1cccnc1)N(CCc1ccccc1)C(=O)c1ccco1 (configuration not stated) | -11 | 11% | -14% | 2% | -25% | -6% | 8% | ? | -7%
COc1ccc(/C=N/NC(=S)Nc2c(C)n(C)n(-c3ccccc3)c2=O)cc1OC | · | ? | -12% | -20% | ? | 7% | 5% | i | -1%
COCCNC(=O)c1cccc(OC2CCN(Cc3ccc(Cl)c(F)c3)CC2)c1 | -53* | -8% | -18% | 1% | -3% | -12% | -24% | i | 2%
